# TbMetRS inhib: blocks T. brucei methionyl-tRNA synthetase activity. purified T. brucei MetRS, ATP depletion, Kinase-Glo luminescence. inhibition, % at 11.9 µM. hit rate 0.4% among 360,000;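 active means inhibition above a per-plate cutoff of the control wells' mean inhibition plus 3 SD, cut at about 5.5% in these data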;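 further: 0% = DMSO wells median and 100% = median of wells with control inhibitor compound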
#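 Assay system: T. brucei methionyl-tRNA synthetase, purified | Medium: HEPES buffer with MgCl2, KCl, DTT, spermine, BSA, pyrophosphatase | Compound: 11.9 µM single point | Incubation: 15 min enzyme-compound preincubation, 2 h reaction, 10 min detection, 25 °C | Measured by: Kinase-Glo luciferase luminescence reporting remaining unconsumed ATP | Measure: % inhibition normalized to control-well medians | Replication: Singlicate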
# Rpn11 block: inhibitors of human proteasome Rpn11. human 26S proteasome, Ub4-pepOG fluorescence polarization; 20S core pre-blocked with epoxomicin. calls only at 20 µM. hit rate 0.59% among 360,000. AID 588493;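 active means inhibition at 20 µM, scaled to each plate's controls, above about 33%, limit read from the data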
# Target sequence (O00487 whole entry, looked up): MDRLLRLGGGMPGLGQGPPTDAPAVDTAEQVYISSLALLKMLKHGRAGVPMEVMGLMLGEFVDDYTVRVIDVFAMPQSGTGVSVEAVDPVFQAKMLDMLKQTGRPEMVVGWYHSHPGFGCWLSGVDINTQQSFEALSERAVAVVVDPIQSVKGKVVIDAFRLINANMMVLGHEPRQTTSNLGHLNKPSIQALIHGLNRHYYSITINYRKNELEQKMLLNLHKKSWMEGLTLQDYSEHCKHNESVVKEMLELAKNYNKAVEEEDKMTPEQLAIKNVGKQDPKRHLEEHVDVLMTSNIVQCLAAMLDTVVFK
# NadD inh: inhibitors of Staphylococcus aureus NadD; purified NadD enzyme, colorimetric absorbance read-out; inhibition, % at 20 µM; hit rate 0.78% among 360,000; AID 602399; in the data active means inhibition above about 26%; further: some compounds past the cut are filed as inactive
# MsrA inhibitor: inhibitors of bovine MsrA; purified bovine MsrA, absorbance read-out; inhibition, % at 15.5 µM; hit rate 0.75% among 360,000; AID 651718; in the data active means inhibition above about 4.5%;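 further: 0% = vehicle wells with enzyme and 100% = reference inhibitor wells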
# DNMT1 block: inhibitors of human DNMT1. P26358. DNMT1 molecular beacon, Hinp1I cleavage, fluorescence. inhibition (reported as % activation of signal), % at 10 µM. hit rate 0.83% among 360,000. AID 588458; in the data active means inhibition above about 50%
# CSN inh: CSN deneddylation inhibition. Q92905. Purified CSN, SCF-Nedd8-OG deneddylation, fluorescence polarization. inhibition, % at 12.5 µM. hit rate 0.38% among 360,000;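 active means pattern-corrected inhibition above about 35%, with an unprinted fluorescence ratio check between 0.5 and 1.5, limit read from the data, passing the limit was not always enough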;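 further: 0% = enzyme with substrate and 100% = substrate without enzyme; some results filed as inactive read as strong as hits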
# Target sequence (Q92905 whole entry, looked up, one chain of several): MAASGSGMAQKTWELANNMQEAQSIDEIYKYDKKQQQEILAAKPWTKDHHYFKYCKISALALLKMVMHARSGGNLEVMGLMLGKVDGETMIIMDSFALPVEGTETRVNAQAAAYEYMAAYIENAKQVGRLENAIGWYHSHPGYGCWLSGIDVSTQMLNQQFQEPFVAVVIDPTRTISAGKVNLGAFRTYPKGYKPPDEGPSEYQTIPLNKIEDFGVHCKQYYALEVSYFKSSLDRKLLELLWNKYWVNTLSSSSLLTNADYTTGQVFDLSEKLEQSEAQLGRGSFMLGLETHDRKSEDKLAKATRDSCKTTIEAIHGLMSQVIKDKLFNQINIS
#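 Assay system: purified human Csn5 enzyme expressed in HEK293T cells; measure: % inhibition; also added: SCFSkp2-Nedd8OG substrate at 10 nM final; technique: fluorescence polarization; times: reaction 90 min, room temperature; medium: Tris buffer pH 7.5, NaCl, DTT, Tween-20, trehalose, ovalbumin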
# LMPTP block: LMPTP (human) inhibition | hit rate 0.22% among 360,000 | P24666 | inhibition, % at 20 µM | recombinant LMPTP-A, OMFP fluorogenic substrate, fluorescence intensity | AID 651560;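 active means compounds that cut the enzyme signal by at least half of the control window in the single-dose screen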;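 further: plate controls were DMSO wells with enzyme plus substrate for no effect and substrate without enzyme for full effect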
# Target sequence (P24666 whole entry, looked up): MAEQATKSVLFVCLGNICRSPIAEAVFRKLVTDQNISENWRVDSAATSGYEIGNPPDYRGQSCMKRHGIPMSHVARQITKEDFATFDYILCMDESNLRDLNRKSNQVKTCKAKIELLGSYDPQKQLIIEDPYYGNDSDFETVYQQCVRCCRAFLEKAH
#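 test system = LMPTP-A | amount = 0.625 nM LMPTP-A final | reagent = fluorogenic phosphatase substrate OMFP at 400 µM final | incubation = 50 min at room temperature | benchmarks = no-enzyme low control, uninhibited high control | medium = Bis-Tris pH 6.0, DTT, detergent | signal = fluorescence intensity of OMFP turnover product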
# STEP inh: blocks human striatal-enriched tyrosine phosphatase | P54829 | recombinant STEP, OMFP fluorogenic substrate, fluorescence | inhibition, % at 20 µM | hit rate 0.25% among 360,000;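 active means inhibition at 20 µM, scaled per plate between control wells, above about 37%, limit read from the data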;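 further: 0% = DMSO with enzyme and substrate and 100% = substrate only without enzyme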
#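 System: STEP (striatal-enriched tyrosine phosphatase) enzyme, cell-free; medium: Bis-Tris pH 6.0 buffer with DTT, detergent; dosing: 20 µM, 1% DMSO; times: reaction 20 min, ambient temperature; detection: fluorescence, 480/540 nm; read-out basis: normalized % inhibition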
# Scp1 inh: Scp-1 (human) phosphatase inhibition | inhibition, % at 20 µM | Q9GZU7 | hit rate 0.88% among 340,000 | Recombinant Scp1, phosphopeptide, malachite green phosphate absorbance;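 active means inhibition above about 50% at 20 µM, limit read from the data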;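 further: plate controls were DMSO wells with enzyme for no effect and wells lacking enzyme for full effect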
#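 Assay system: SCP-1 catalytic fragment, aa 76-261 | Buffer or medium: Tris acetate buffer pH 5.5 with MgCl2 and Tween-20 | Compound: One concentration, 20 µM, with 1.0% DMSO | Also added: Phospho 17-mer peptide substrate | Signal: Absorbance at 630 nm | Incubation: 45 min enzyme reaction at room temperature | Measure: % inhibition of SCP-1 phosphate liberation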
# SUMO1-SIM PPI: modulators of human SUMO1-mediated protein-protein interactions. AID 602429. inhibition, % at 20 µM. hit rate 0.33% among 360,000. SUMO1 binding to a labelled peptide, TR-FRET, 1 h. P63165; in the data active means inhibition above about 37%
# Target sequence (P63165 whole entry, looked up): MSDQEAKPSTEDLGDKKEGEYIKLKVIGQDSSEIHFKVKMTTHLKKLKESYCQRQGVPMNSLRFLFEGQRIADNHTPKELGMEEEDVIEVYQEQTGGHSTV
# An asterisk follows results filed as active; i = inactive; x = not tested or not shown. Outcome played no part in choosing rows, and some 3.9% of all compounds hit somewhere here.
Structure	CSN inh	MsrA inhibitor	TbMetRS inhib	DNMT1 block	Scp1 inh	SUMO1-SIM PPI	STEP inh	NadD inh	LMPTP block	Rpn11 block
Cc1ccc(NC(=O)C(C)OC(=O)/C=C/c2ccccc2)cc1S(=O)(=O)N1CCOCC1 (configuration not stated)	-1	0.1	0.2	-9	-3	-3	-2	0	2.8	i
COc1ccnc(N=CNOCc2cccc(C(F)(F)F)c2)c1C#N	-5	1.2	-0.6	3	-2	19	2	-8	1.5	i
COc1ccc(NC(=O)C23CC4CC(C2)CC(n2cnc(Br)n2)(C4)C3)c(OC)c1	0	-0.4	0.3	-5	-1	-1	-2	0	-0.3	i
Cc1cc(Br)ccc1OCC(=O)NNC(=O)Cc1ccccc1	-1	-0.8	2.3	0	-9	-2	0	1	-0.4	i
Cc1ccc2c(c1)-c1[nH]c(=S)ncc1CS2	4	1.7	-0.8	0	-15	-1	0	19	1.4	i
CC(C)c1ccc(C(=O)N2CCCCC2c2cc(C(=O)NCc3cccnc3)no2)cc1 (configuration not stated)	3	2.4	-0.3	1	x	-1	0	6	-0.3	i
Cc1ccc(SCc2[nH]nc3c2C2(C(=O)N(C)c4ccccc42)C(C#N)=C(N)O3)cc1 (configuration not stated)	-4	-0.4	-0.1	-5	-5	-3	-2	1	1.7	i
Cc1ccccc1C(=O)Oc1cccc(Nc2ncnc3ccccc23)c1	1	1.1	-2.0	-7	3	-1	0	-2	4.3	i
O=C(NC(=S)Nc1ccc([N+](=O)[O-])cc1O)C1CCCCC1	-2	2.0	-0.3	-4	-2	-27	1	-9	2.0	i
COCCNC(=O)C(c1cccs1)N(Cc1cccs1)C(=O)Cn1nnc2ccccc21 (configuration not stated)	-3	-0.6	0.1	-3	-7	-1	-3	5	-0.1	i
C/C(=N\Nc1nccnc1Cl)c1c(F)c(F)c(F)c(F)c1F	-1	0.9	-1.1	5	-10	3	2	-4	-0.2	i
COC(=O)[C@@]1(Cc2ccccc2)[C@H]2C(=O)N(Cc3ccccc3)C(=O)[C@H]2[C@H]2CN=C(SCC3CC3)N21	-6	-0.8	-0.1	2	12	7	-1	13	0.5	i
Cc1cccc(N2CCN(C(=O)c3ccc4c(c3)c(C)c(C)n4C)CC2C)c1 (configuration not stated)	4	0.3	1.0	-2	2	4	3	3	2.1	i
Cc1ccc(C2CC(c3ccc(Cl)cc3)=NNC2=O)cc1 (configuration not stated)	2	-1.0	-0.4	-5	-11	-7	-1	-1	1.0	i
COC(=O)c1ccc(/C=N/OCC(=O)NC2CCCCCCC2)cc1	3	-0.6	0.7	-2	-10	-4	1	-10	0.7	i
CN(C)C(=O)c1ccc(NC(=O)c2cncc(Br)c2)cc1	2	0.1	-0.1	0	-3	1	2	-3	-1.0	i
O=C(Nc1cccc(NC(=O)c2ccccc2F)c1)c1ccccc1	1	-1.3	0.9	0	-10	-1	4	-8	-0.2	i
COc1cccc(NC(=O)COC(=O)CCOc2ccccc2OC)c1	2	-0.1	-0.8	-8	-7	3	3	-12	-0.3	i
Oc1c(CN2CCN(c3ccc(F)cc3)CC2)cc(Cl)c2cccnc12	5	1.4	-1.5	4	-8	-8	2	11	2.6	i
Cc1ccnc(NS(=O)(=O)c2ccc3ccccc3c2)n1	8	x	-1.9	-3	-5	0	0	9	-1.3	i
CC(NC(=O)C1CCC(CNc2c(N3CCCCC3)c(=O)c2=O)CC1)c1ccccc1 (configuration not stated)	-3	-0.4	-0.3	3	-8	-1	-1	-2	5.2	i
Cc1cc(NC(=O)c2c(F)cccc2F)n(-c2nc3ccccc3[nH]2)n1	-6	-0.2	-1.2	-7	1	2	-5	0	1.4	i
COc1ccc(-n2nc(C(=O)NCC(=O)N3CCOCC3)c3ccccc3c2=O)cc1OC	-1	0.7	-0.6	1	-6	-11	0	-5	-0.6	i
COc1ccc(OCCSc2nc(C)nc3ccccc23)cc1	7	0.3	-0.6	-6	5	-2	3	-1	4.7	i
CC(=O)c1ccc(OCCCC(=O)Nc2cc(Cl)ccc2-n2cncn2)cc1	1	1.3	-0.3	1	1	2	-2	-7	-1.7	i

# The last 2 compounds of the section above come first, to join the parts:
Structure	CSN inh	MsrA inhibitor	TbMetRS inhib	DNMT1 block	Scp1 inh	SUMO1-SIM PPI	STEP inh	NadD inh	LMPTP block	Rpn11 block
COc1ccc(OCCSc2nc(C)nc3ccccc23)cc1	7	0.3	-0.6	-6	5	-2	3	-1	4.7	i
CC(=O)c1ccc(OCCCC(=O)Nc2cc(Cl)ccc2-n2cncn2)cc1	1	1.3	-0.3	1	1	2	-2	-7	-1.7	i
Cc1ccccc1P(=O)(c1ccccc1)c1ccccc1C	-2	-0.9	-0.2	-1	x	44*	-3	1	-2.0	i
O=C(CSCc1c(Cl)cccc1Cl)NN=C1CCCC1	4	1.2	0.2	4	-11	1	2	-2	-1.6	i
COc1cccc(/C=N/NC(=O)CNC(=O)COc2ccccc2)c1O	-2	-0.4	0.2	0	13	-5	0	0	-0.9	i
O=C(N/N=C/c1cccc(O)c1)c1ccc(COc2ccccc2Br)cc1	-13	0.8	0.0	-24	0	2	-2	9	3.5	i
COc1ccc(OCCN2CCC(C(=O)NC(c3ccc(Cl)cc3)c3ncccc3C)CC2)cc1 (configuration not stated)	6	x	1.1	2	x	-4	-3	-6	-0.7	i
N#CCSc1nc2ccc(N3CCCCC3)cc2c(=O)n1Cc1ccccc1	7	1.2	-0.2	-3	-5	4	1	41*	2.3	i
COc1ccc(-n2ncc3c(NCc4ccco4)ncnc32)cc1	0	0.8	-0.4	6	3	2	1	2	0.3	i
CC(C)CC(N)c1csc(NC(=O)NCCc2ccccc2)n1 (configuration not stated)	3	0.3	-0.4	2	x	2	0	-4	-0.4	i
COc1ccccc1/C=C/C(=O)NCC(=O)N/N=C(/C)c1ccc(Cl)cc1	1	2.3	-0.2	0	0	-1	2	2	1.1	i
Cc1ccc(C(=O)N2N=C(c3ccc(NS(C)(=O)=O)cc3)CC2c2cccs2)cc1 (configuration not stated)	4	3.4	0.7	-2	-1	-11	-1	1	2.0	i
CCCCOC(=O)Cn1c(=N)n(CCN(CC)CC)c2ccccc21	-4	1.0	-0.7	0	-9	-2	0	-4	-2.3	i
COc1ccc(NC(=O)c2cc(C3CCCCN3C(=O)c3ccccc3)on2)c(C)c1 (configuration not stated)	1	0.3	-0.1	1	x	3	-3	-5	-0.5	i
O=C(c1ccc(S(=O)(=O)N2CCOCC2)cc1)N1CCN(S(=O)(=O)c2ccc(Cl)s2)CC1	2	-1.4	0.1	-2	-4	-1	-2	6	-0.1	i
Cc1ccc2oc(-c3cccc(NC(=S)NC(=O)c4cccs4)c3)nc2c1	-3	0.7	-0.6	6	-4	-1	0	-3	-1.8	i
COc1cc2c(cc1OC)CN(C(=O)CCNS(=O)(=O)c1ccccc1F)CC2	-3	-0.2	-0.4	-2	-12	2	1	-2	0.1	i
Cc1ccc(S(=O)(=O)N2CCCC2C(=O)NCCc2nc3ccccc3[nH]2)cc1 (configuration not stated)	-4	-0.9	-1.2	2	2	1	1	-1	0.2	i
O=S(=O)(Nc1ccc2c(c1)OCCO2)c1c(F)cccc1F	-4	-0.3	-0.5	-3	-6	0	-2	-1	-1.1	i
COc1ccccc1CNC(=O)COC(=O)Cc1ccc(Cl)cc1	3	-0.9	-0.4	3	1	-1	-1	0	-1.3	i
O=C(Nc1cccc(C(F)(F)F)c1)c1cccnc1N1CCN(CCO)CC1	-3	-0.1	-0.4	2	-7	5	8	3	0.0	i
C/C(=N\NC(=S)NCc1ccccc1)c1ccc(C)o1	-5	2.0	-1.2	-4	-7	-4	0	1	-0.5	i
COc1ccc(-n2nnc3c(=O)n(CC(=O)N4CCCC4)cnc32)cc1	5	0.7	0.8	1	-6	-1	-2	0	-2.9	i
CCCCCn1c(C)c2c(OCC)cccc(=O)c2c1C	6	-1.1	0.0	8	1	-7	2	13	0.8	i
COc1ccc(CNC(=O)C2CSC(=O)C2)cc1 (configuration not stated)	-4	0.9	-1.0	-6	16	-1	0	-6	-2.5	i
CCOC(=O)c1ccc(NC2=CC(=O)C(=O)c3ccccc32)cc1	16	-1.5	-0.3	56*	25	41*	28	47*	10	i
CNC(=O)C[C@H]1C(=O)N(CCc2ccccc2)C[C@@H]1C	0	1.7	-1.2	6	x	6	-1	-1	-0.4	i

# The list goes on.
Structure	CSN inh	MsrA inhibitor	TbMetRS inhib	DNMT1 block	Scp1 inh	SUMO1-SIM PPI	STEP inh	NadD inh	LMPTP block	Rpn11 block
Cc1cc(N2CCOCC2)nc(-c2ccc(Br)cc2)n1	-8	-1.4	-0.3	-5	-2	1	-3	1	1.7	i
COc1ccc(OCC(O)CN2CCN(c3ncccn3)CC2)cc1 (configuration not stated)	-1	-1.3	0.1	2	-10	2	2	3	-1.3	i
CC(C)(C)CC(=O)Nc1nnc(SCC(=O)NC2CCCC2)s1	-2	-0.1	-0.1	1	-2	-2	0	-3	-0.6	i
O=CN1CCN(C(=O)c2cc3cc(Cl)ccc3[nH]2)CC1	5	0.2	-0.4	2	-8	3	-2	-4	-0.2	i
CN1CCN(C(=O)c2ccc(-c3cccs3)s2)CC1	2	2.2	0.0	-2	-10	-16	-3	-7	0.0	i
CCc1ccc(C(=O)COC(=O)CNC(=O)c2ccco2)cc1	-3	-0.2	-0.8	1	-1	10	-3	5	-3.5	i
CCN(CC)CCSc1nc2ccc(OC)cc2[nH]1	2	1.4	0.1	-2	-11	-5	1	-3	-0.4	i
O=C(O)c1cc(NCc2ccccc2C(F)(F)F)ccc1N1CCOCC1	0	-0.2	0.2	-3	-5	-1	1	3	0.0	i
O=C(NC1CCCC1)C1CCN(C(=O)Nc2cccc(Cl)c2)CC1	0	0.7	0.0	-1	-6	1	-1	5	-0.2	i
Cc1nnc(SCC(=O)Nc2ccc3c(c2)OCO3)s1	-2	-0.5	0.1	0	4	3	3	-1	-0.6	i
CCOc1ccc(OCC)c(S(=O)(=O)NCc2ccccn2)c1	1	-0.2	-0.4	2	-7	4	-2	-1	-1.6	i
COc1cccc(CNC(=O)C2CCN(S(=O)(=O)c3cccs3)CC2)c1	-4	1.5	-0.8	-1	-4	-2	-1	-2	-1.1	i

# Assay outcomes: PubChem BioAssay, several laboratories
